High-throughput results deposited in PubChem BioAssay by several laboratories.
T cell modulator: modulates CD8 T cell binding to vesicles; 2C CD8+ T cell-vesicle binding, flow cytometry; active compounds read low; calls only at 7 µM; 330,000 compounds, 0.068% hits;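 active means response, share of CD8 T cells binding vesicles, and their 90th percentile fluorescence all below set limits, cut at about 80% in these data, passing the limit was not always enough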
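Test system: purified 2C TCR transgenic mouse naive CD8+ T cells. Probe or stimulus: QL9-peptide-loaded Drosophila micro-vesicles bearing Ld, ICAM-1 and B7-1. Incubation: binding step 1.5 h, 37 °C, antibody labelling 20 min, ice. Measured by: flow cytometry of vesicle-bound cells.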
P. falciparum M17LAP: P. falciparum M17LAP inhibitors, primary screen, biochemical, fluorogenic H-Leu-NHMec substrate, 1536-well (AID 1619) | recombinant M17LAP, H-Leu-NHMec fluorogenic kinetic assay; higher % means a stronger effect | inhibition, % at 30 µM; hits with a dose series show IC50 in µM | 220,000 compounds, 0.38% hits;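 active means compound inhibiting the enzyme by more than half at any dose during confirmatory dose-response retesting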;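 further: plate controls were full reaction with DMSO carrier for no effect and no enzyme background for full effect; strong numbers were not always called active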
Dynein transport: dynein cargo transport inhibition. 3617.4 mouse cells, GR-EGFP nuclear translocation imaging; test concentration mostly 20 µM; stimulated with dexamethasone, 1 µM; active compounds read low. z-score, hits read low. 220,000 compounds, 0.47% hits;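 active means plate z-score of nuclear minus cytoplasmic receptor signal below a set negative limit, without overly bright fluorescence or cell loss, cut at about -3.5 in these data, passing the limit was not always enough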;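 further: z-score of nuclear minus cytoplasmic ring GR-EGFP intensity difference per well; some compounds called inactive have numbers as strong as hits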
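medium = tetracycline-free induction medium containing charcoal-stripped FBS | also added = 1.0 µM final dexamethasone stimulus | schedule = 48 h induction, 1 h compound, 30 min dex at 37 °C | technique = fixed, Hoechst-stained cells imaged at 10x for EGFP | measure = GR-EGFP nuclear translocation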
b-catenin transl: modulators of beta-catenin nuclear translocation. HeLa beta-catenin nuclear translocation, immunofluorescence imaging. nuclear translocation activity, % at 5 µM. 190,000 compounds, 0.3% hits. AID 1665;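 active means nuclear translocation activity above 50% at 5 µM, with a well cell count of 50 or more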;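 further: per-cell ratio of nuclear to cytoplasmic median beta-catenin stain intensity; plate controls were DMSO negative control for no effect and GSK-3 inhibitor IX positive control for full effect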
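System: HeLa cells, endogenous beta-catenin; compound dosing: 5 µM primary single dose, 0.1% DMSO, 0.02–20 µM confirmation series; incubation: 24 h compound exposure at 37°C, 5% CO2; signal: beta-catenin immunofluorescence imaging with DAPI; evaluation: % activation, nuclear-to-cytoplasmic median beta-catenin signal ratio per cell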
M1AAP inhibition: P. falciparum M1AAP inhibitors, biochemical, fluorogenic H-Leu-NHMec substrate, 1536-well (AID 1445). 220,000 compounds, 0.42% hits. inhibition, % at 30 µM, or IC50 in µM where a hit was titrated. recombinant M1AAP, H-Leu-NHMec fluorogenic kinetic assay; higher % means a stronger effect;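 active means primary inhibition above the hit cutoff, then over 50% inhibition at one or more dose response concentrations, cut at about 23% in these data, passing the limit was not always enough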;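 further: plate controls were DMSO full reaction for no effect and no enzyme background for full effect; strong numbers were not always called active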
WT yeast gro inh: growth inhibition of WT yeast, mitochondrial fusion screen; mitochondrial fusion phenotypic screen, WT strain; inhibition, % at 10 µM; 190,000 compounds, 2.1% hits; in the data active means inhibition above about 58%; tested in S. cerevisiae
MT stabilize HCS: microtubule stabilizers in HeLa cells | HeLa tubulin immunostaining HCS, 24 h; share of cells brighter than vehicle mean+2SD | % tubulin-high responders, % at 10 µM | 200,000 compounds, 0.83% hits | AID 2205;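 active means plate Z-score above 3 for both tubulin-high and condensed-nucleus cell shares, with cell loss under 80%, at 10 µM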;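 further: anti alpha tubulin signal scored within the nucleus-defined area of each cell; some results filed as inactive read as strong as hits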
Autophagy HCS: modulators of autophagy. calls only at 10 µM (by protocol). MEF GFP-LC3 puncta imaging; test concentration mostly 10 µM. 190,000 compounds, 0.98% hits;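 active means percentage of spot-positive cells more than 3 SD above its plate mean, without a fluorescence outlier flag or 80% toxicity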;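 further: spot-positive cell cutoff set from DMSO-treated cells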
Yfh1-off respiration: mitochondrial function rescue without frataxin homolog – Friedreich's ataxia, plus single-dose screen, dose response (AID 1465); S. cerevisiae Yfh1-off respiration, WST-1 reduction, 72 h; higher fold induction means a stronger effect; fold induction at 50 µM, or EC50 in µM where a hit was titrated; 220,000 compounds, 0.074% hits;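 active means fold induction of absorbance versus untreated yeast above a set limit, then at least 30% activation at any dose in follow-up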;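 further: activators that raise dye reduction in frataxin-depleted yeast; strong numbers were not always called active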
WT yeast gro inh mutant strain: recorded beside WT yeast gro inh, whose call it bears; inhibition, %; mitochondrial fusion phenotypic screen, mutant strain inhibition
Dynein transport cytoplasmic EGFP: recorded beside Dynein transport, whose call it bears; z-score; measured here: cytoplasmic GR-EGFP intensity; active compounds read high
Dynein transport nuclear GR-EGFP: second read-out of Dynein transport, no call of its own (marks repeat the call); z-score; measured here: nuclear GR-EGFP intensity;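 lower value marks the stronger effect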
Dynein transport cell count: further read-out of Dynein transport, marked with its call; z-score; measured here: cell count per field
b-catenin transl cell count 5 µM: also measured in b-catenin transl; calls as there; cell count; measured here: cell count, cytotoxicity flag
T cell modulator vesicle-bound %: second read-out of T cell modulator, no call of its own (marks repeat the call); double positive events, %; measured here: CD8+ vesicle-bound cell fraction;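 binding gate set so that unloaded-vesicle control wells show 10% double positive cells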
MT stabilize HCS Hoechst-high %: further read-out of MT stabilize HCS, marked with its call; % Hoechst-high responders; measured here: nuclear condensation Hoechst responders;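 share of cells brighter than vehicle mean plus two SD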
MT stabilize HCS cytotoxicity %: recorded beside MT stabilize HCS, whose call it bears; toxicity, %; measured here: cytotoxicity by cell density;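 0% = mean cell density of plate MIN control wells and 100% = no cells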
Autophagy HCS cell loss 18 h: further read-out of Autophagy HCS, marked with its call; toxicity, %; measured here: cell loss, nuclei count;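 cell loss after 18 h compound exposure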
The depositor's hits bear a star; i = inactive; · = no result given.

mol	T cell modulator	T cell modulator vesicle-bound %	P. falciparum M17LAP	Dynein transport	Dynein transport cytoplasmic EGFP	Dynein transport nuclear GR-EGFP	Dynein transport cell count	b-catenin transl	b-catenin transl cell count 5 µM	M1AAP inhibition	WT yeast gro inh	WT yeast gro inh mutant strain	MT stabilize HCS	MT stabilize HCS Hoechst-high %	MT stabilize HCS cytotoxicity %	Autophagy HCS	Autophagy HCS cell loss 18 h	Yfh1-off respiration
CCOc1ccc(-c2csc(C3COc4ccccc4O3)n2)cc1 (stereo unspecified)	i	11	·	0.28	-0.21	0.35	-0.62	·	·	·	·	·	0.9	1.3	0.6	i	0	i
Cc1nc2ccc(N=NC3=C(O)CC(C)(C)CC3=O)cc2s1	i	40	5%	1.4	-0.23	0.15	-0.79	·	·	13%	-14	-6	4.6	3.7	8.0	i	-3	i
CCCn1nnnc1NC(=O)c1cccs1	i	25	6%	-0.15	-0.2	-0.7	0.32	-0.1	1348	13%	5	7	2.8	2.1	7.4	i	-10	i
Cc1ccc(S(=O)(=O)N(C)c2ccc(OCC(=O)Nc3nc4c(ccc5ccccc54)s3)cc2)cc1	i	8	-8%	-0.85	-0.27	-0.74	0.45	-0.7	991	8%	-5	-9	3.1	4.2	8.4	i	-10	i
NC1=NC[C@H](Cc2ccc(O)cc2)N1CCCCC1CCCCC1	i	31	17%	-1.7	-0.75	-0.81	0.47	-1.1	1139	5%	·	·	·	·	·	·	·	i
CC(=O)C1=C(O)C(=O)N(C)C1c1ccccc1[N+](=O)[O-] (stereo unspecified)	i	29	2%	3.6	-0.18	1.5	-1.8	4.0	992	-2%	·	·	·	·	·	·	·	i
C[C@H](N)c1nnc(SCc2ccc(Cl)cc2Cl)o1	i	18	39%	-0.38	-0.18	-0.34	0.68	-4.0	887	0%	-5	7	1.2	0.8	2.3	i	-3	i
COC(=O)CNC(=O)c1c(-c2c(Cl)cccc2Cl)noc1C	i	8	4%	-0.62	-0.21	-0.16	0.15	-0.8	1178	3%	-3	0	2.6	2.0	5.0	i	0	i
COc1cccc(/C=N/Nc2ncnc3scc(-c4ccccc4)c23)c1O	i	46	1%	0.1	-0.15	0.68	-0.13	-4.7	442	3%	-6	-13	8.3	4.1	26	i	3	i
CC(C)=CCC(C)(C)C1OCCN1C(=O)c1ccccc1 (stereo unspecified)	i	29	-2%	0.76	0.73	0.87	-0.82	·	·	1%	9	10	6.1	2.5	4.9	i	9	i
CCOC(=O)c1c(NC(=O)c2ccnn2C)sc(C)c1C	i	38	0%	-0.13	-0.27	-0.26	0.39	-0.7	1195	6%	-11	-6	2.4	2.0	1.3	i	-3	i
O=S(=O)(NCc1cn2ccccc2n1)c1cccs1	i	21	6%	0.6	-0.25	0.97	-0.77	1.2	1377	1%	·	·	·	·	·	·	·	i
O=C(CC1CCCCC1)NCc1cn2ccsc2n1	i	13	-4%	0.68	-0.14	0.45	-0.44	0.0	1409	1%	-2	-1	1.2	1.6	4.5	i	1	i
COc1ccc(-c2[nH]ncc2CN2CCN(c3ccc(F)cc3)CC2)cc1	i	32	-3%	-0.53	-0.25	-0.36	-0.11	-3.1	1166	6%	·	·	·	·	·	·	·	i
Cc1ccc(SC(c2ccccc2)C(Cn2cncn2)C(=O)c2ccccc2)cc1 (stereo unspecified)	i	34	-9%	0.71	0.55	0.33	-0.37	-0.7	1224	2%	5	8	3.1	3.1	3.0	i	-42	i
COC(=O)Cc1c[nH]c2ccc(OCC(O)CNC(C)C)cc12 (stereo unspecified)	i	22	-2%	0.6	-0.18	0.84	-0.27	-5.9	1017	-7%	11	17	3.0	1.7	0.1	i	9	i
COc1ccc(OC)c(/C=N/N=C2\SCC(=O)N2Cc2ccco2)c1	i	36	-7%	-0.33	-0.26	0.77	0.15	-0.3	966	6%	5	-9	1.9	2.2	3.4	i	6	i
O=C(CN1C(=O)NC(c2ccccc2)(c2ccccc2)C1=O)Nc1cccnc1Cl	i	44	15%	-0.41	-0.24	-0.22	0.78	1.7	1515	2%	-6	-5	2.8	1.8	7.6	i	16	i
Cc1cc(C(=O)OCC(=O)N2CCc3ccccc32)c(C)o1	i	34	-1%	-0.2	-0.16	0.3	0.52	2.4	1191	4%	4	5	5.4	1.2	7.7	i	-13	i
Cc1ccc(C(=O)Nc2ccc(Cl)cn2)cc1S(=O)(=O)N1CCOCC1	i	57	-1%	-0.078	-0.25	0.25	-0.29	·	·	-1%	3	11	3.4	1.5	5.3	i	-6	·
CCc1ccc(S(=O)(=O)NCc2csc(C)n2)s1	i	3	-12%	0.8	-0.27	0.33	0.18	1.2	1127	9%	6	-8	3.3	2.3	7.1	i	9	i
O=C(CSc1ccc(-c2ccco2)nn1)c1cccc([N+](=O)[O-])c1	i	12	22%	-0.93	-0.26	-0.96	1	-2.8	586	3%	3	-4	2.4	2.6	6.5	i	-8	i
COc1ccc(NC(=O)N2CCCc3cccc(C)c32)cc1	i	28	4%	1.4	-0.22	0.84	-0.48	-2.8	1176	-8%	·	·	·	·	·	·	·	i
CN(C)CCNc1cc(-c2ccncc2)nc2ccccc12	i	29	-10%	1.8	-0.21	0.91	0.048	1.5	963	-2%	11	6	1.6	1.5	4.4	i	12	i
O=S(=O)(NCc1cc(-c2ccccc2Cl)no1)c1ccccc1	i	27	8%	-0.22	-0.24	-0.57	0.57	·	·	-1%	18	17	1.0	2.1	4.1	i	10	i
Cc1c(NC(=S)NC(=O)c2sc3ccccc3c2Cl)cccc1C(=O)O	i	16	3%	-1.3	-0.28	-0.23	0.84	-2.3	1129	5%	-3	4	4.2	2.2	5.7	i	27	i
O=C1c2cccc3c([N+](=O)[O-])ccc(c23)C(=O)N1c1ccccn1	i	52	12%	1.5	12	4.7	0.16	11	1118	15%	15	4	2.2	2.4	24	i	15	i
CCN(CC)c1nc(SCCOC(=O)Nc2ccccc2)nc(N(CC)CC)n1	i	41	15%	-0.051	-0.25	-0.0064	0.78	-2.4	1140	-3%	12	11	2.7	1.2	3.9	i	-8	i
CC1(C)Cc2c(C#N)c(N3CCOCC3)nc(-c3ccccc3)c2CO1	i	56	-7%	-0.34	-0.18	0.097	1.5	-2.2	1268	3%	13	-2	2.7	1.9	3.8	i	2	i
CCOC(=O)c1ccc(Nc2ccc(-c3ccc(OC)c(OC)c3)nn2)cc1	i	25	2%	3	0.067	0.78	-2.4	-2.2	790	9%	-5	-14	5.5	3.4	10.0	i	10	·
CCOCc1nnc(NC(=O)c2cc(OC)c(OC)cc2[N+](=O)[O-])s1	i	58	10%	-1.1	-0.27	-0.37	1	-4.3	1093	9%	5	8	1.9	1.3	5.7	i	-24	i
O=C(Cc1ccc2c(c1)CCCC2)Nc1ccccc1Br	i	7	25%	-0.34	-0.012	-0.37	1	1.2	1391	8%	-9	6	2.3	1.7	6.4	i	17	i
O=C(Cc1nc(-c2ccc([N+](=O)[O-])cc2)cs1)Nc1ccccc1	i	35	3%	-0.23	-0.19	-0.22	-0.044	0.4	1422	6%	54	52	1.8	1.3	7.2	i	-13	i
Oc1c(N=NC(=S)Nc2ccccc2F)c2ccccc2n1Cc1ccc(F)cc1	i	46	10%	-0.11	-0.21	-0.4	0.65	1.9	1108	2%	-2	-5	5.3	2.3	11	i	3	i
OC1CCN(C(=S)Nc2ccc(Oc3ccccc3)cc2)CC1	i	61	-8%	0.39	-0.38	0.26	-0.38	-0.5	1469	-3%	14	-3	8.3	2.0	16	i	2	i
Cc1ccc(C)n1-c1ccc(C(=O)Nc2ccccc2F)cc1	i	47	-9%	0.74	-0.25	0.38	0.55	-0.5	1071	4%	-4	-25	2.7	1.9	0.3	i	2	i
CCN(CC)/C(Sc1ccccc1)=C(\C(Cl)=C(Cl)Cl)[N+](=O)[O-]	i	54	27%	-0.68	-0.17	-0.34	0.15	·	·	9%	-6	-21	4.8	1.9	1.2	i	12	i
Cc1cccc(-c2nsc(SCC(=O)c3ccc(Cl)cc3)n2)c1	i	41	44%	0.51	-0.26	0.38	-0.22	-2.3	1082	-2%	37	-2	2.1	1.7	1.2	i	28	i
CCN(CC)c1cccc(OC2=NS(=O)(=O)c3ccccc32)c1	i	44	4%	1.1	-0.052	0.75	-0.87	1.5	1140	0%	12	2	4.9	3.5	1.9	i	-13	i
Cc1cc(C)cc(NC(=O)NCc2nnc(SCc3ccccc3)n2C)c1	i	46	7%	3.7	-0.025	2.8	-2.8	1.0	1208	4%	28	30	5.8	2.4	5.3	i	8	i
